# Source: PubChem BioAssay
# CHRM5 PAM = human M5 muscarinic receptor positive allosteric modulators, primary screen, CHO-K1 cells, Fluo-8 calcium fluorescence; Muscarinic acetylcholine receptor M5 (Homo sapiens), P08912; CHO-K1 hM5, ACh EC20 PAM; 0% = ACh EC20, 100% = ACh EC100; activation, % at 3 µM; hit rate 0.3% among 360,000;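 active means activation above the run cutoff, the mean activation of all test compounds plus 3 SD, cut at about 18% in these data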
# Target sequence (P08912 whole entry, looked up): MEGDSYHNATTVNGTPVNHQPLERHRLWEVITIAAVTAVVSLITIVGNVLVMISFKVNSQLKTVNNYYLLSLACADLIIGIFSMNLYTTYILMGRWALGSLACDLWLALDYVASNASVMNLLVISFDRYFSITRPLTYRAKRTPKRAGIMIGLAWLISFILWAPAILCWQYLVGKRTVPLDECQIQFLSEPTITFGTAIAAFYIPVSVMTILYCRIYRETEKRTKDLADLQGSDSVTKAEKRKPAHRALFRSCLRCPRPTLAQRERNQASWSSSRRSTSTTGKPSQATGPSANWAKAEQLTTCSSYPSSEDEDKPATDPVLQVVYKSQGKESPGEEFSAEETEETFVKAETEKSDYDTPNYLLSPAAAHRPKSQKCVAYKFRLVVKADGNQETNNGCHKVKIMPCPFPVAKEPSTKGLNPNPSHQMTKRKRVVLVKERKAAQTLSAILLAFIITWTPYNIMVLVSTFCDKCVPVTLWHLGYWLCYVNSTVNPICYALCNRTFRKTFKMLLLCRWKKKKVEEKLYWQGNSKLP
#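 system = human M5 receptor in CHO-K1 cells | compound = one concentration, 3 µM final (nominal) | schedule = Post-acetylcholine fluorescence recording 140 s | signal = Fluo-8 calcium dye fluorescence, kinetic read | benchmarks = low control EC20 acetylcholine (0%), high control EC100 acetylcholine (100%) | repeats = singlicate, one well per test compound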
# TAAR1 agonist = human TAAR1 agonists, primary screen, Fluo-8 calcium fluorescence, CHO RD-HGA16 cells. activation, % at 3 µM. vehicle wells 0%, saturating PEA agonist 100%. hit rate 0.99% among 360,000. Trace amine-associated receptor 1 (Homo sapiens), Q96RJ0;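 active means activation above the mean activation of all test compounds in the run plus 3 SD, cut at about 38% in these data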
# Target sequence (Q96RJ0 whole entry, looked up): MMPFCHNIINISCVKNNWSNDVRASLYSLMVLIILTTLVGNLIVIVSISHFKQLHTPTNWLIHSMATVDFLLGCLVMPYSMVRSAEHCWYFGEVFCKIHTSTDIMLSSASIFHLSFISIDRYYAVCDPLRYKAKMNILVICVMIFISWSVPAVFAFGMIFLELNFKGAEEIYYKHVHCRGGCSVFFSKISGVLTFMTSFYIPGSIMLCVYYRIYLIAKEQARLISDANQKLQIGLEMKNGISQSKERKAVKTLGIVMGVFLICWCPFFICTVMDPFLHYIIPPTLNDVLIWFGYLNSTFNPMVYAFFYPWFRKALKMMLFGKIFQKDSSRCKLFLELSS
#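 Assay system: CHO-derived RD-HGA16 cells with stable Gα16 and human TAAR1; timing: 17-24 h seeding, 75 min 37 °C dye, 30 min RT; read-out: % activation from peak over basal fluorescence ratio, DMSO-to-PEA scaled; measured by: kinetic Fluo-8 calcium fluorescence; benchmarks: low control DMSO, high control PEA (EC100); doses: 3 µM single concentration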
# TAAR1 antag = human TAAR1 antagonists, primary screen, Fluo-8 calcium fluorescence, CHO RD-HGA16 cells; inhibition, % at 3 µM; AID 624466, 2012; antagonist; hit rate 1.5% among 360,000;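 active means inhibition above a per-plate cutoff, the mean inhibition of test compounds on that plate plus 3 SD, cut at about 49% in these data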;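 further: 0% = DMSO plus EC80 beta-PEA response and 100% = DMSO alone without agonist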
#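 System: CHO RD-HGA16 cells bearing hTAAR1. Reagent: EC80 β-phenethylamine stimulus. Schedule: seeding 17-24 h prior, 75-min 37 °C, 30-min RT dye loading. Signal: Fluo-8 intracellular calcium dye fluorescence, real-time kinetic reads. Read-out: % inhibition from peak post-agonist over basal fluorescence ratio. Benchmarks: vehicle wells and EC80 agonist wells. Replicates: n of 1.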
# CRFR2-BP antag = antagonists of CRF-BP/CRF-R2 complex, primary screen, cell-based, HEK293, calcium dye fluorescence, uHTS; hit rate 0.59% among 350,000; CRF-induced calcium fluorescence; inhibition, % at 11.8 µM;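 active means inhibition of the ligand-induced calcium signal above about 50% at the single tested concentration, limit read from the data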
# CHO-K1 Ca PAM = nonselective calcium activators in parental CHO-K1 cells, primary screen, counter-screen for M1 PAM project, cell-based, Fluo-8 calcium fluorescence, full deck, 1536-well; ATP EC20; 0% at ATP EC20, 100% at ATP max; activation, % at 3 µM; hit rate 0.02% among 360,000; AID 602247, 2012;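 active means activation above the run cutoff, the mean activation of all test compounds plus 3 SD, cut at about 40% in these data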;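 further: peak over basal fluorescence ratio in a 140 s read after ATP addition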
# CRFBP-R2 agonist = agonists of CRF-BP/CRF-R2 complex, primary screen, cell-based, HEK293, calcium dye fluorescence, uHTS | CRF-binding protein / CRF receptor 2 complex (human) | calcium dye fluorescence (FLIPR); percent of saturating CRF peptide response | activation, % at 13.2 µM | hit rate 0.46% among 350,000 | AID 588473, 2011;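 active means activation of at least 50%, plus an integration ratio under a set limit after plate pattern correction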;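 further: plate controls were neutral control wells without compound for no effect and CRF at EC100 for full effect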
# CHRM5 agonist = human M5 muscarinic receptor agonists, primary screen, CHO-K1 cells, Fluo-8 calcium fluorescence; Muscarinic acetylcholine receptor M5 (Homo sapiens), P08912; CHO-K1 hM5 cells; 0% DMSO wells, 100% maximal acetylcholine response; activation, % at 3 µM; hit rate 0.19% among 360,000;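 active means activation above the run's mean over test compounds plus 3 SD, cut at about 23% in these data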;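 further: signal is peak over basal fluorescence ratio across the kinetic read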
# CHRM4 PAM = human M4 muscarinic receptor positive allosteric modulators, primary screen, CHO-K1 cells, Fluo-8 calcium fluorescence. hit rate 0.4% among 360,000. activation, % at 3 µM. Muscarinic acetylcholine receptor M4 (Homo sapiens), P08173. AID 624126, 2012. CHO-K1 hM4/Gqi5, ACh EC20; 0% = ACh EC20, 100% = maximal ACh;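 active means activation above its plate's cutoff, the mean activation of sample wells plus 3 SD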; further: some results filed as inactive read as strong as hits
# M5 antag = human M5 muscarinic receptor antagonists, primary screen, CHO cells, Fluo-8 calcium fluorescence. Muscarinic acetylcholine receptor M5 (Homo sapiens), P08912. CHO-hM5 cells, ACh EC80. inhibition, % at 3 µM. hit rate 0.59% among 360,000. AID 624040, 2012;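 active means inhibition above a per-plate cutoff, the mean of that plate's test compounds plus 3 SD, cut at about 27% in these data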;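 further: 0% = acetylcholine EC80 with DMSO and 100% = DMSO without agonist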
# Numbers without * were called inactive; . = no result given.
Structure,CHRM5 agonist,CHRM5 PAM,TAAR1 agonist,CHO-K1 Ca PAM,TAAR1 antag,CRFR2-BP antag,M5 antag,CRFBP-R2 agonist,CHRM4 PAM
COc1ccc(Cl)cc1CC1(C)C(=O)Nc2ccc(-c3ccccc3OC)cc21 (stereo not drawn),1,-6,5,3,-18,.,0,.,-4
OCCn1c(CSc2nnc(-c3ccco3)n2-c2ccccc2)nc2ccc(Cl)cc21,-10,-1,1,19,-17,27,0,-2.0,-3
O=C1c2ccccc2C(=O)N1CCc1csc(NNc2nc(CCN3C(=O)c4ccccc4C3=O)cs2)n1,4,-3,.,17,.,8,7,-1.2,-3
Cc1ccc(NC(=O)C2CC(=O)Nc3nc4ccccc4n32)c(C)c1 (stereo not drawn),-8,2,1,30,-14,18,9,1.9,5
Cc1cccc2cc(CN(Cc3ccc4c(c3)OCO4)Cc3nnnn3C3CCCC3)c(=O)[nH]c12,0,-1,3,18,29,-9,-8,0.1,-7
CCCCN1C(C)=CC(=C2C(=O)c3ccccc3C2=O)C=C1C,0,6,1,16,27,1,-3,-0.9,9
Cc1onc(-c2ccccc2)c1C(=O)NCCN1CCOCC1,0,-2,-2,2,1,13,0,0.0,5
CCCc1cc(C(=O)Nc2ccc(C(=O)c3ccc(C)cc3)cc2)n(C)n1,-6,-12,-1,16,64*,-2,5,3.4,-14
CCN(Cc1ccccc1)C(=O)COC(=O)CNS(=O)(=O)c1ccc(C)cc1,-3,-6,2,11,-18,-11,6,-6.7,0
NC(=O)c1nsc(C(=O)N(CC(=O)NCc2ccccc2)c2cccc(F)c2)c1N,1,-4,2,15,-3,-3,5,1.4,-1
COc1cc(NC(=O)c2ccc(COCC(F)(F)F)cc2)cc(OC)c1OC,0,3,0,1,11,-22,0,-0.4,-1
O=C(Cc1ccccc1)NNC1CC(=O)N(c2ccccc2)C1=O (stereo not drawn),-2,5,7,0,-28,0,-2,-1.8,4

# The results go on:
Structure,CHRM5 agonist,CHRM5 PAM,TAAR1 agonist,CHO-K1 Ca PAM,TAAR1 antag,CRFR2-BP antag,M5 antag,CRFBP-R2 agonist,CHRM4 PAM
CC(=O)c1cccc(NC(=O)CSc2nc(=O)n(CCN3CCOCC3)c3c2CCCC3)c1,-3,-11,6,-10,37,-12,14,-3.6,-12
CSc1ncccc1C(=O)Nc1cc(C)ccn1,-3,-2,0,21,0,5,10,0.2,-1
O=S(=O)(c1ccc(-n2cnnn2)cc1)N1CCN(c2ccccc2F)CC1,0,0,1,8,0,14,5,-0.3,2
CCn1c(CNC(=O)Cc2ccc(OC)cc2)nnc1SCC(=O)Nc1ccc(C(=O)O)cc1,3,3,4,18,-1,10,-7,0.2,7
CCCCN(Cc1ccccc1)S(=O)(=O)c1c(N)n(C)c(=O)n(C)c1=O,-3,0,0,-21,-6,-23,-4,1.9,6
COc1ccccc1NC(=O)NCCCl,0,7,18,18,-5,8,-6,-2.8,2
CC(C)(C)CC(=O)Nc1ccccc1N1CCN(c2ccc(F)cc2)CC1,0,1,-2,21,-12,-10,5,0.9,-4
CN(C)N1C(N)=C(C#N)C(c2ccc3c(c2)OCO3)C2=C1CCCC2=O (stereo not drawn),-3,-8,1,14,-21,-4,9,-0.5,-3
CCOC(=O)C1=C(COC(=O)c2ccc(Cl)c(S(=O)(=O)N3CCOCC3)c2)NC(=O)NC1C (stereo not drawn),5,-17,11,16,28,-5,-3,0.2,3
Cn1nc(C(=O)N2CCc3ccccc32)c2ccccc2c1=O,-1,-2,3,18,-4,-5,7,-2.2,4
COc1ccc(C(=O)COC(=O)CN2C(=O)NC(C)(C)C2=O)cc1OC,-1,0,9,11,0,-12,-5,7.3,10
COc1cccc2c1OC1(C)CC2/C(=C(\C)O)C(=O)N1 (stereo not drawn),0,-3,12,1,-16,6,-9,-0.1,10

# (cont.)
Structure,CHRM5 agonist,CHRM5 PAM,TAAR1 agonist,CHO-K1 Ca PAM,TAAR1 antag,CRFR2-BP antag,M5 antag,CRFBP-R2 agonist,CHRM4 PAM
COc1ccccc1Cn1c(C)nnc1-c1cnn(C)c1N,3,17,1,16,8,10,-18,-0.9,14
CCc1ccc(CCC(=O)Nc2nnc(CC)s2)o1,-6,2,21,-1,2,-125,-8,-2.0,14
CN1C(=S)SC2CS(=O)(=O)CC21 (stereo not drawn),-5,-4,2,19,-8,-7,6,-0.1,-5
O=C(O)c1ccc(-n2[nH]c3c(c2=O)CCCC3)cc1,0,-4,7,12,9,-9,-2,-0.1,11
Cn1c(-c2ccccc2O)cc2ccccc21,-9,-9,-3,13,-3,23,-1,-0.5,-4
C#CCOCCOCCOCCNc1nc(N2CCN(C(=O)C([C@@H](C)O)n3cc([C@@H](N)CCCCN)nn3)CC2)nc(N2CCN(C(=O)[C@H](CCCCN)n3cc(CN)nn3)CC2)n1 (stereo partly drawn),8,3,.,-12,.,4,-8,-0.1,2
O=c1cccc2c1c1cc[nH]c3ccc(=O)n2c31,-1,-3,2,0,-15,-27,-1,-1.1,1
CCOC(=O)N1CCN(c2nc(-c3ccco3)cc(C(F)(F)F)n2)CC1,0,-1,1,-7,7,-12,-1,0.1,-2
COc1ccc(NC(=O)Nc2ccc(F)cc2)cn1,1,-1,19,8,12,-2,1,-0.1,-7
CCOc1ccccc1Nc1nnc(SCc2nnc(-c3cc(OC)c(OC)c(OC)c3)o2)s1,-3,-16,13,2,40,-8,25,0.7,-3
CCOC(=O)C1(CC)NC(c2ccco2)C2C(=O)N(CC)C(=O)C21 (stereo not drawn),-2,-1,7,-8,-5,16,-6,-1.5,1
O=C(c1[nH]c(C(F)(F)F)nc1-c1ccccc1)N1CCN(c2ccc(C(F)(F)F)cn2)CC1,0,-3,2,-1,8,.,5,.,-5

# Going on with the list:
Structure,CHRM5 agonist,CHRM5 PAM,TAAR1 agonist,CHO-K1 Ca PAM,TAAR1 antag,CRFR2-BP antag,M5 antag,CRFBP-R2 agonist,CHRM4 PAM
CCCC(=O)C1C(=O)CC(CC(C)SCC)CC1=O (stereo not drawn),0,-6,2,-10,-15,-17,6,0.1,3
O=C(Nc1ccccc1)c1cc2ccc3ccccc3c2s1,-2,-6,0,-11,-45,-15,-3,2.1,-22
COc1cccc(CN2CC(C(=O)N(C)C3CCOCC3)CCC2=O)c1 (stereo not drawn),-3,-2,1,-6,-15,-4,8,0.1,-2
O=C(NCc1ccccn1)c1cc2cc(Br)ccc2oc1=O,2,2,.,22,.,-16,-4,-4.8,-2
O=C(c1cc(COc2cccc(C(F)(F)F)c2)on1)N1CCC(c2ccccc2)CC1,-2,-4,2,-3,-39,0,6,1.3,-3
Cc1ccc(C)c(C(=O)OCC(=O)N(C)c2ccccc2)c1,-4,-1,-1,21,-3,-6,18,0.6,1
O=C(CCN1C(=O)c2ccccc2C1=O)Nc1nc2ccccc2s1,2,6,3,17,-20,-11,-10,0.0,5
Cc1ccc(Cl)cc1NC(=O)CN1C(=O)NC2(CCCCCC2)C1=O,2,7,6,2,11,-13,-2,0.2,-1
COc1ccc(C(=O)N2CCCCC2c2cc(C(=O)NCc3ccc(Cl)c(Cl)c3)no2)cc1 (stereo not drawn),-2,-13,2,9,4,.,-5,.,-3
Cc1ccc(NC(=O)n2ncc3c(C)cccc32)cc1F,-1,-2,0,5,1,8,7,-0.1,-2
CCN(CCn1cccn1)C(=O)CC1C(=O)NCCN1CCc1ccccc1 (stereo not drawn),-3,-4,78*,8,30,4,9,3.4,-2
Cc1ccc(-c2noc(CCC(=O)NCCN3CCN(Cc4ccccc4)CC3)n2)cc1,-1,-6,10,6,7,1,5,-0.5,9

# Some of the entries above in a different format.
compound: CCCC(=O)C1C(=O)CC(CC(C)SCC)CC1=O (stereo not drawn)
  CHRM5 agonist: 0	CHRM5 PAM: -6	TAAR1 agonist: 2	CHO-K1 Ca PAM: -10	TAAR1 antag: -15	CRFR2-BP antag: -17	M5 antag: 6	CRFBP-R2 agonist: 0.1	CHRM4 PAM: 3
compound: O=C(Nc1ccccc1)c1cc2ccc3ccccc3c2s1
  CHRM5 agonist: -2	CHRM5 PAM: -6	TAAR1 agonist: 0	CHO-K1 Ca PAM: -11	TAAR1 antag: -45	CRFR2-BP antag: -15	M5 antag: -3	CRFBP-R2 agonist: 2.1	CHRM4 PAM: -22
compound: COc1cccc(CN2CC(C(=O)N(C)C3CCOCC3)CCC2=O)c1 (stereo not drawn)
  CHRM5 agonist: -3	CHRM5 PAM: -2	TAAR1 agonist: 1	CHO-K1 Ca PAM: -6	TAAR1 antag: -15	CRFR2-BP antag: -4	M5 antag: 8	CRFBP-R2 agonist: 0.1	CHRM4 PAM: -2

# The main list resumes, repeating the six entries before the break.
Structure,CHRM5 agonist,CHRM5 PAM,TAAR1 agonist,CHO-K1 Ca PAM,TAAR1 antag,CRFR2-BP antag,M5 antag,CRFBP-R2 agonist,CHRM4 PAM
O=C(CCN1C(=O)c2ccccc2C1=O)Nc1nc2ccccc2s1,2,6,3,17,-20,-11,-10,0.0,5
Cc1ccc(Cl)cc1NC(=O)CN1C(=O)NC2(CCCCCC2)C1=O,2,7,6,2,11,-13,-2,0.2,-1
COc1ccc(C(=O)N2CCCCC2c2cc(C(=O)NCc3ccc(Cl)c(Cl)c3)no2)cc1 (stereo not drawn),-2,-13,2,9,4,.,-5,.,-3
Cc1ccc(NC(=O)n2ncc3c(C)cccc32)cc1F,-1,-2,0,5,1,8,7,-0.1,-2
CCN(CCn1cccn1)C(=O)CC1C(=O)NCCN1CCc1ccccc1 (stereo not drawn),-3,-4,78*,8,30,4,9,3.4,-2
Cc1ccc(-c2noc(CCC(=O)NCCN3CCN(Cc4ccccc4)CC3)n2)cc1,-1,-6,10,6,7,1,5,-0.5,9
O=C1CC(NNc2nc3ccccc3s2)C(=O)N1c1ccc(F)cc1 (stereo not drawn),4,-14,2,1,-5,-6,11,-3.0,-26
C/C(=N\NC(=O)c1ccc(C)cc1C)c1ccc2c(c1)OCO2,-3,-4,0,9,-2,11,4,-1.5,2
CN1C(=O)[C@H]2[C@@H](/C=C/c3ccccc3)N3C(=O)CN(Cc4ccc(-c5ccccc5)cc4)C(=O)[C@@]3(Cc3ccccc3)[C@H]2C1=O,-1,9,-1,13,2,-1,-2,1.5,3
Cc1cccc(C)c1NC(=O)NCc1ccco1,-4,-3,0,10,4,5,12,-0.1,-2
